High-throughput results: PubChem, Sanford-Burnham Center for Chemical Genomics
SENP8 block-1: inhibitors of human SENP8 protease; recombinant SENP8, Nedd8 substrate fluorescence; inhibition, % at 20 µM; hit rate 0.64% among 360,000; AID 602440; in the data active = inhibition mostly above about 40%, no sharp cut-off; inactive = mostly below about 27%
SENP7 block: blocks the human protease SENP7; recombinant SENP7, Z-RLRGG-aminoluciferin luminescence, 40 min; AID 434973; Q9BQF6; hit rate 1.5% among 330,000; inhibition, % at 5 µM;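 active = inhibition above about 50% at the single test dose, limit read from the data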;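 note: plate controls were DMSO with enzyme for no effect and no enzyme buffer wells for full effect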
PfG6PD inh: PfG6PD (Plasmodium falciparum) enzyme inhibition. PfGluPho enzyme, NADPH resazurin-diaphorase fluorescence. inhibition, % at 20 µM. hit rate 0.78% among 350,000;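 active = inhibition reaching at least a set limit at 20 µM in the primary screen, cut at about 59% in these data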;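 note: 0% = DMSO wells with substrate and 100% = DMSO wells lacking glucose-6-phosphate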
Apaf-1 inh: human Apaf-1 inhibition | AID 489030 | hit rate 0.71% among 330,000 | inhibition, % at 20 µM | reconstituted apoptosome caspase-3 activity, DEVD-Rh110 fluorescence | O14727; active = inhibition of at least 40% at 20 µM;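 note: plate controls were DMSO wells for no effect and DEVD-CHO caspase inhibitor wells for full effect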
Target sequence (O14727 whole entry, looked up): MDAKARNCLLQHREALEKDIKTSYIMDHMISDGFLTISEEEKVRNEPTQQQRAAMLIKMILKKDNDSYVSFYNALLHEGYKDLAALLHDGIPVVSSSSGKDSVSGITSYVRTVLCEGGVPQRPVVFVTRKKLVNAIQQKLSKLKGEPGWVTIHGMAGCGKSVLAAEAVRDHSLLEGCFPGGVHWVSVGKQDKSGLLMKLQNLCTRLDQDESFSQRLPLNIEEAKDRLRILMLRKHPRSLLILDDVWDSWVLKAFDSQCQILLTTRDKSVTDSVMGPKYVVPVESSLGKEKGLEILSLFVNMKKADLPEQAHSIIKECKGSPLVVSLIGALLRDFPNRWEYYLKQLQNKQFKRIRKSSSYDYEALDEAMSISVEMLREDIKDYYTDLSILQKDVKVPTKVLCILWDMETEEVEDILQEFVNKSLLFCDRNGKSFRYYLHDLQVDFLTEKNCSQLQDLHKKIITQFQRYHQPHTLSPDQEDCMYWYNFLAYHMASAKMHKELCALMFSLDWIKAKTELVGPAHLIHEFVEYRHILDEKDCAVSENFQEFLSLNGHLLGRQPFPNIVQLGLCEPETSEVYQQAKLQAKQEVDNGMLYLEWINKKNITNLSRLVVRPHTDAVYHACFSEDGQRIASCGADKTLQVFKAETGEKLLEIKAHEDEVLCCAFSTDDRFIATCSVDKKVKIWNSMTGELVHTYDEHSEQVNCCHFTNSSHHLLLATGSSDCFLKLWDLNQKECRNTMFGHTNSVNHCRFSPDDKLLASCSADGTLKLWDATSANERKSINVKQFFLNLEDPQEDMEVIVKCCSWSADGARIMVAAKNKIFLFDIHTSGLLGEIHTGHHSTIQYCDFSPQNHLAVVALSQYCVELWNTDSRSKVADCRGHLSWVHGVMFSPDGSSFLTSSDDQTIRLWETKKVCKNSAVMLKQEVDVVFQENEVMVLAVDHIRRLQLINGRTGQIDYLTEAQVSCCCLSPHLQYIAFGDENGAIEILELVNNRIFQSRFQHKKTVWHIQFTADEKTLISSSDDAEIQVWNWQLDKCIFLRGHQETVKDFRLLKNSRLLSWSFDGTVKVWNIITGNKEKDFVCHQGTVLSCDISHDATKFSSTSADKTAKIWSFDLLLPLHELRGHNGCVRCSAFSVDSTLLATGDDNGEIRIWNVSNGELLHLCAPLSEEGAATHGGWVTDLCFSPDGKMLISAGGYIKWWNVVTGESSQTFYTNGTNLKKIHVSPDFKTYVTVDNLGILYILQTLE
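Medium: Hepes buffer, pH 7.5 / System: biochemical Apaf-1 apoptosome reconstitution / Measured by: Rh110 fluorescence, excitation 480 nm, emission 540 nm / Times: compound with Apaf-1, dATP, procaspase-3 30 min, then 50 min reaction, room temperature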
SENP1 FRET inh: inhibitors of human SENP1 SUMO protease catalytic domain. recombinant SENP1 catalytic domain, CyPet-SUMO1-YPet FRET cleavage. inhibition, % at 10 µM. hit rate 0.21% among 360,000. AID 624204;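 active = inhibition at least 30% at 10 µM, raw YFP signal under a set limit, fluorescence ratio 0.5 to 1.5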;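 note: 0% = enzyme with DMSO and 100% = no enzyme wells; some results filed as inactive read as strong as hits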
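system = hSENP1 catalytic domain, recombinant | reagent = SFCypet-SUMO1-SFYpet substrate at 25 nM | doses = one dose per compound, 10 µM, 0.5% DMSO | incubation = enzyme reaction for 50 min at room temperature, dark | measured by = FRET, CFP and YFP emission | controls = no-enzyme low, enzyme-DMSO high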
SENP6 block: SENP6 protease inhibition. Q9GZR1. Recombinant SENP6 catalytic domain, aminoluciferin luminescence. hit rate 1.8% among 330,000. inhibition, % at 10 µM;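 active = inhibition above about 50% at the single tested dose, limit read from the data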;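 note: plate controls were DMSO wells with enzyme for no effect and DMSO wells lacking enzyme for full effect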
NALP3 yeast inh: blocks the NALP3 inflammasome reconstituted in yeast; hit rate 0.39% among 330,000; inhibition, % at 10 µM; AID 2825; Yeast reconstituted NLRP3/ASC/caspase-1, beta-gal luminescence, 24 h;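 active = inhibition of 50% or more; inactive = inhibition below 50%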;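 note: plate controls were induced DMSO wells for no effect and uninduced yeast grown without galactose for full effect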
SENP8 block-2: inhibitors of human SENP8 protease | inhibition, % at 10 µM | AID 2540 | hit rate 1.2% among 330,000 | purified SENP8, Z-RLRGG-aminoluciferin cleavage, luminescence; in the data active = inhibition above about 50%
HKDC1 inhibitor: inhibitors of human hexokinase HKDC1 | Q2TB90 | recombinant HKDC1, G6PDH/diaphorase resazurin coupled fluorescence | inhibition, % at 20 µM | hit rate 0.16% among 340,000 | AID 493160;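 active = inhibition above about 35% when tested at 20 µM, limit read from the data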;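 note: plate controls were DMSO wells with enzyme for no effect and DMSO wells lacking enzyme for full effect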
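Material: recombinant HKDC1 hexokinase; Amount: HKDC1 at 5 µg/mL; Medium: Tris pH 8.0 buffer with MgCl2, Tween-20, BSA, BME; Schedule: 90 min reaction incubation at room temperature, dark; Technique: coupled resazurin fluorescence, excitation 525 nm, emission 613 nm.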
An asterisk follows results filed as active; nt = no result given.

entry	SMILES	SENP8 block-1	SENP7 block	PfG6PD inh	Apaf-1 inh	SENP1 FRET inh	SENP6 block	NALP3 yeast inh	SENP8 block-2	HKDC1 inhibitor
1	Cc1cccc(C2=NN(c3ccc(Br)cc3)[C@@H](C(=O)N3CCOC3=O)[C@@H]2c2ccc([N+](=O)[O-])cc2)c1	-2	8	18	11	3	nt	nt	nt	2
2	CC(C)c1ccc(COc2ccc(C(=O)N3CCOCC3)cc2)cc1	4	7	9	3	2	3	41	2	5
3	Cc1cccc(OCCn2c(S(=O)(=O)O)nc3ccccc32)c1	9	3	-23	3	3	-11	6	-6	-6
4	COc1ccc(C(=O)Nc2ncc(C)s2)cc1S(=O)(=O)N1CCOCC1	-212	2	0	4	2	2	2	-3	1
5	COc1ccc2cc(CCNC(=O)c3ccco3)c(=O)[nH]c2c1	-76	4	1	8	2	3	18	-4	2
6	CCOC(=O)C1(Cc2ccccc2)CCN(Cc2csc(C(C)=O)c2)CC1	3	-2	26	13	2	7	31	3	1
7	CCn1c(CCC(N)=O)nnc1SCC(=O)Nc1cccc(S(=O)(=O)N2CCCC2)c1	11	3	6	-5	1	-5	6	8	-3
8	CN(C)C(=O)C(CCN1CCC(O)(c2ccc(Cl)cc2)CC1)(c1ccccc1)c1ccccc1	8	-4	-7	26	1	-12	11	-10	-2
9	COc1ccc(F)cc1C(=O)C1CCCN(Cc2ccc3c(c2)OCCO3)C1 (stereo unspecified)	7	5	25	-8	2	3	28	1	2
10	COc1cc(/C=C2/C(=N)N3C(=NC2=O)SN=C3S(=O)(=O)C(C)C)ccc1OS(=O)(=O)c1ccccc1	nt	2	nt	13	nt	-11	-7	5	nt

Going on with the list.
entry	SMILES	SENP8 block-1	SENP7 block	PfG6PD inh	Apaf-1 inh	SENP1 FRET inh	SENP6 block	NALP3 yeast inh	SENP8 block-2	HKDC1 inhibitor
11	O=C1/C(=C\c2ccccn2)SC(=S)N1Nc1ncc(C(F)(F)F)cc1Cl	17	-7	48	25	0	-3	12	-1	24
12	CCCCC1CCC(C(=O)N(CCOC)c2c(N)n(CC(C)C)c(=O)[nH]c2=O)CC1 (stereo unspecified)	-1	8	-22	6	-2	-2	-1	-6	-4
13	COC(=O)c1sccc1NC(=O)CSCC(=O)O	1	2	-20	-12	0	4	13	6	-6
14	Cc1ccc(C(=O)N2CCNC(=O)C2CC(=O)Nc2ccc(F)cc2)cc1C (stereo unspecified)	8	-10	6	4	2	12	7	-2	-2
15	Cc1ccc(C(=O)c2cc3ccccc3o2)cc1[N+](=O)[O-]	16	8	26	2	6	28	28	12	-7
16	COc1ccc(N(CC(=O)Nc2ccc3c(c2)OCO3)S(=O)(=O)c2c(C)nn(C)c2C)cc1	-3	-10	2	-3	0	4	3	8	-6
17	CC1Oc2ccccc2N(CC(=O)NCCN2CCOCC2)C1=O (stereo unspecified)	6	1	-3	-9	1	-40	18	-2	-6
18	CC(=O)N(CC(=O)O)c1ccccc1C(=O)O	14	4	-7	-17	1	2	16	5	-5
19	O=C(O)C#Cc1cccc2ccccc12	-3	-6	-8	0	0	6	-5	-6	1
20	O=C(NCCCn1ccnc1)c1noc2c1CCCC2	22	-2	-3	-20	-1	-6	22	4	-10

New compounds follow
entry	SMILES	SENP8 block-1	SENP7 block	PfG6PD inh	Apaf-1 inh	SENP1 FRET inh	SENP6 block	NALP3 yeast inh	SENP8 block-2	HKDC1 inhibitor
21	Cc1ccc(NC(=O)Nc2cc(Cl)ccc2C2COC(=O)C2=N)cc1 (stereo unspecified)	-86	-5	-18	-13	-13	-13	13	-3	2
22	O=C(Cc1ccccc1)N/N=C/c1cccs1	11	4	-8	0	3	-3	4	0	-6
23	C=CCn1c(O)c(CN2CCN(Cc3ccccc3)CC2)c(C)c(C#N)c1=O	-168	4	11	17	-4	6	9	6	3
24	COc1ccc(CN2C(=O)c3cccnc3C2=O)cc1S(=O)(=O)N1CC(C)Oc2ccccc21 (stereo unspecified)	11	5	-6	6	1	-15	-3	1	4
25	O=C1COc2ccc(C(=O)COC(=O)CNC(=O)C3CCCCC3)cc2N1	8	-10	-2	1	1	-14	8	-19	-4
26	COc1ccc(NC(=O)Nc2nnc(N3CCCCC3C)s2)cc1OC (stereo unspecified)	15	-19	9	12	0	-17	-1	-10	-1
27	O=S(=O)(NNc1ncc(C(F)(F)F)cc1Cl)c1ccccc1	11	10	55	3	2	-3	-8	2	-1
28	COc1ccccc1-c1c(C)nn2c(N)c(-c3ccccc3)cnc12	-291	4	11	12	2	-1	12	-7	-2
29	COc1ccc([N+](=O)[O-])cc1/C=N/NC(=O)CNC(=O)c1cccc(F)c1	22	-2	70*	1	4	-6	4	-11	-11
30	CC12CN3CC(C)(CN(C1)C3c1ccc(F)cc1)C2 (stereo unspecified)	18	7	-2	-4	1	-4	4	2	-3

Reprinted from the part before: 4 entries, then new ones.
entry	SMILES	SENP8 block-1	SENP7 block	PfG6PD inh	Apaf-1 inh	SENP1 FRET inh	SENP6 block	NALP3 yeast inh	SENP8 block-2	HKDC1 inhibitor
27	O=S(=O)(NNc1ncc(C(F)(F)F)cc1Cl)c1ccccc1	11	10	55	3	2	-3	-8	2	-1
28	COc1ccccc1-c1c(C)nn2c(N)c(-c3ccccc3)cnc12	-291	4	11	12	2	-1	12	-7	-2
29	COc1ccc([N+](=O)[O-])cc1/C=N/NC(=O)CNC(=O)c1cccc(F)c1	22	-2	70*	1	4	-6	4	-11	-11
30	CC12CN3CC(C)(CN(C1)C3c1ccc(F)cc1)C2 (stereo unspecified)	18	7	-2	-4	1	-4	4	2	-3
31	CCCCOP(=O)(OCCCC)C(Nc1ccc(C(=O)OCC)cc1)c1ccncc1 (stereo unspecified)	19	2	20	18	1	1	11	-2	2
32	CCN1CCCC1Cn1cnc2c([nH]c3cc(OC)ccc32)c1=O (stereo unspecified)	-2	11	-10	3	1	5	8	1	-7
33	Cc1c(C(=O)Nc2cccc([N+](=O)[O-])c2)sc2ncn(CC(=O)N3CCOCC3)c(=O)c12	26	-14	-7	2	2	-22	0	-4	-4
34	CNC(=O)c1ccc(NC(=O)CC2SC(N3CCCC3)=NC2=O)cc1 (stereo unspecified)	13	2	10	5	1	-7	17	-1	-4
35	CCOC(=O)c1sc(NC(=O)CSc2nc3c(cc2C#N)CCCCC3)c(C#N)c1C	-114	5	-15	12	-20	3	10	5	2
36	CC(Sc1ccc(S(=O)(=O)N2CCOCC2)cn1)C(=O)Nc1ccc(Cl)cc1Cl (stereo unspecified)	6	-5	10	22	2	-19	20	-8	3
37	COc1ccccc1N1CCN(C(=O)c2ccc(CS(=O)(=O)c3ccccc3OC)o2)CC1	8	-4	-9	0	6	-8	9	-9	3
38	CCN1CCSc2ccc(C(=O)NCc3cccc(Br)c3)cc21	-476	5	36	18	-6	-6	4	-12	1
39	CCC(C)N(C(=O)COC(=O)c1nc(Cl)ccc1Cl)C1CCS(=O)(=O)C1 (stereo unspecified)	11	3	-5	3	0	-2	13	-6	-4
40	CC(NCc1cccc(OCc2ccccc2)c1)C(O)c1ccccc1 (stereo unspecified)	19	2	16	3	-1	-16	21	-4	-3

Next entries.
entry	SMILES	SENP8 block-1	SENP7 block	PfG6PD inh	Apaf-1 inh	SENP1 FRET inh	SENP6 block	NALP3 yeast inh	SENP8 block-2	HKDC1 inhibitor
41	COc1cc2c(cc1NC(=O)c1cncc(Br)c1)oc1ccccc12	-5	-7	4	36	0	-16	17	-6	2
42	CCN1C(=O)C(CC(=O)Nc2cccc(C(C)=O)c2)S/C1=N\c1ccccn1 (stereo unspecified)	12	6	1	-6	2	-24	9	-4	-9
43	CSCCC(NC(=O)c1ccc(Cl)cc1)C(=O)OCC(=O)N1CCCC1=O (stereo unspecified)	3	0	7	2	2	-9	5	-5	-3
44	O=C(c1ccc2nc(Cc3cccc(Cl)c3)oc2c1)N1CCC(O)CC1	10	-1	-1	0	1	-17	4	0	-4
45	CCN(C(=O)CSc1nccn1C)c1cccc2ccccc12	0	7	9	-2	0	-4	-6	-2	2
46	Cc1ccc(S(=O)(=O)N2CCN(c3nc(C)c4c(c3C#N)CC(C)(C)OC4)CC2)cc1	-480	nt	2	nt	1	nt	nt	nt	5
47	COc1ccccc1NC(=O)COC(=O)C1CC2C=CC1C2 (stereo unspecified)	7	0	2	-11	2	-13	11	-2	-5
48	Cc1c(C(=O)N2CCC(C)CC2)sc2ncnc(N(C)c3ccccc3)c12	-13	-4	-11	-2	2	4	8	9	-5
49	C=C(C(=O)c1ccccc1)C(C)C(=C)C(=O)c1ccccc1	3	nt	-29	nt	2	nt	nt	nt	21
50	CCOC(=O)Nc1cccc2ccccc12	2	-15	-10	-7	1	-6	-8	-4	13

Copied from above (4 entries):
entry	SMILES	SENP8 block-1	SENP7 block	PfG6PD inh	Apaf-1 inh	SENP1 FRET inh	SENP6 block	NALP3 yeast inh	SENP8 block-2	HKDC1 inhibitor
41	COc1cc2c(cc1NC(=O)c1cncc(Br)c1)oc1ccccc12	-5	-7	4	36	0	-16	17	-6	2
42	CCN1C(=O)C(CC(=O)Nc2cccc(C(C)=O)c2)S/C1=N\c1ccccn1 (stereo unspecified)	12	6	1	-6	2	-24	9	-4	-9
43	CSCCC(NC(=O)c1ccc(Cl)cc1)C(=O)OCC(=O)N1CCCC1=O (stereo unspecified)	3	0	7	2	2	-9	5	-5	-3
44	O=C(c1ccc2nc(Cc3cccc(Cl)c3)oc2c1)N1CCC(O)CC1	10	-1	-1	0	1	-17	4	0	-4

(listing goes on)
entry	SMILES	SENP8 block-1	SENP7 block	PfG6PD inh	Apaf-1 inh	SENP1 FRET inh	SENP6 block	NALP3 yeast inh	SENP8 block-2	HKDC1 inhibitor
51	CCOc1ccccc1N(CC(=O)NC1CCCCC1)C(=O)CCCC(=O)Nc1ccccn1	15	-4	-7	8	3	5	7	-10	-6
52	CCN(CC)S(=O)(=O)c1cc(C(=O)OCC(=O)c2ccc3c(c2)NC(=O)CO3)ccc1Cl	11	-4	-4	19	0	6	-2	2	-1
53	Cn1c(Cc2ccccc2)nnc1SCC(=O)Nc1ccc2c(c1)OCCO2	-1	9	-5	-14	2	-4	-2	-5	-4
54	O=C1/C(=C/c2ccncc2)CCc2ccccc21	-5	1	-14	5	0	50	8	7	14
55	COc1cccc(CN2CCNC(=O)C2CC(=O)NCCN2CCOCC2)c1OC (stereo unspecified)	0	-3	2	7	-2	6	8	8	-4
56	COc1ccc(OC)c(CCNC(=O)C(C)n2nc(C)c3c(C)n(-c4ccccc4)nc3c2=O)c1 (stereo unspecified)	20	4	-4	6	1	1	10	-1	-2
